NCI-60 one-dose screen, 48 h, at 10 µM unless noted. Numbers give growth in % (100 = growth as untreated, 0 = no growth, -100 = all killed).
MDA-MB-231 – MDA-MB-231 breast cancer; hit rate 5% among 81,000
MOLT-4 – MOLT-4 leukemia cells; hit rate 6.9% among 80,000; AID 1794779
MCF7 – MCF7 breast cancer | hit rate 6.3% among 82,000 | AID 1794796
MDA-MB-435 – MDA-MB-435 melanoma | hit rate 7.8% among 82,000
MDA-MB-468 – MDA-MB-468 breast cancer; hit rate 8.5% among 78,000; AID 2202374
RPMI-8226 – RPMI-8226 leukemia cells; AID 1794781; hit rate 7.5% among 77,000
K-562 – K-562 leukemia | hit rate 7.4% among 78,000 | AID 1794777
SR – SR leukemia cells; hit rate 8.7% among 73,000
The depositor's hits bear a star; x = no result given; & = joins results of further samples. How the source made its calls: active means growth percent below 10; inactive means the rest.

No. | molecule | MDA-MB-231 | MOLT-4 | MCF7 | MDA-MB-435 | MDA-MB-468 | RPMI-8226 | K-562 | SR
1 | CC(C)CC(NC(=O)C(C)N)C(=O)OC(C)(C)C (stereo not drawn) | 111 | 100 | 96 | 100 | 100 | 99 | 107 | 83
2 | CC(C)[C@@H]1CC[C@]2(C(=O)NCCCCN=C(N)N)CC[C@]3(C)[C@H](CC[C@@H]4[C@@]5(C)CCC(=O)C(C)(C)[C@@H]5CC[C@]43C)[C@@H]12 | 74 | 39 | 33 | 56 | 11 | 36 | 25 | 34
3 | O=C1NCCCn2nc3c(c21)CC(NCc1ccc(Cl)cc1)CC3 (stereo not drawn) | 103 | 112 | 96 | 98 | 109 | 108 | 103 | 115
4 | O=c1c2ccccc2c2nccn2c2cc(Cl)ccc12 | 126 | -55* | 122 | 94 | x | 65 | 58 | 11
5 | O=C1c2c(Cl)c(Cl)c(Cl)c(Cl)c2C(=O)C2(Cl)CC=CCC12Cl (stereo not drawn) | 18 | x | -57* | 21 | -77* | -32* | x | x
6 | Cc1nccc2c3ccc(OCc4cn(-c5ccc(Br)cc5)nn4)cc3n(CCCc3ccccc3)c12 | -1.9* | 41 | 13 | 19 | 108 | 8.4* | 15 | -30*
7 | CC(=O)N[C@@H](CO)CC(=O)c1ccc2c(c1N)C=CC(C)(C)O2 | 99 | 111 | 87 | 105 | 109 | 89 | 103 | 87
8 | Cc1c(C(=O)N2CCN(c3nsc4ccccc34)CC2)nnn1-c1ccc(Cl)cc1 | 99 | 60 | 65 | 79 | 38 | 59 | 42 | 53
9 | Cc1ccc(N(C)c2cc(NC3CC3)n3ncc(C#N)c3n2)cc1N(C)C(=O)C1CC1 | 78 | 82 | 97 | x | 77 | x | 73 | 74
10 | OC1CSSC1Cn1cnc2c(Nc3ccc(F)c(Cl)c3)ncnc21 (stereo not drawn) | 85 | -27* | 46 | 64 | 2.8* | 56 | 32 | 3.6*
11 | COc1cc2nc(SCc3nnc(NC(=O)c4ccccc4)s3)n(-c3ccc(Cl)cc3)c(=O)c2cc1OC | 91 | 101 | 92 | 107 | 102 | 105 | 104 | 113
12 | O=[N+]([O-])CC(c1ccccc1F)c1c[nH]c2ccccc12 (stereo not drawn) | 57 | 59 | 54 | 3.7* | 44 | 76 | 18 | 30
13 | N#Cc1c(N2CCNCC2)nc2n(c1=O)-c1ccccc1Sc1ccccc1-2 | 79 | 51 | 69 | 75 | 79 | 72 | 66 | 71
14 | O=C(OC(=Nc1ccccc1)c1nccc2ccccc12)c1ccccc1 | 87 | 89 | 75 | 100 | 94 | 105 | 110 | x
15 | COc1ccc(-c2c(O)c(=O)[nH]c3ccc(OC)cc23)cc1 | 90 | 90 | 97 | 105 | 105 | 103 | 104 | 100
16 | O=C1C=C(OCC=C(Br)Br)C(=O)c2ccccc21 | 86 | 78 | 60 | 91 | 31 | 75 | 86 | x
17 | N#C/C(=C\c1ccco1)c1cc2ccccc2[nH]1 | 83 | 94 | 32 | 102 | 65 | x | 77 | 79
18 | O=[N+]([O-])c1ccc(OCCCCBr)c(Cl)c1 | 98 | 85 | 97 | 99 | 91 | 97 | 102 | 94
19 | CCOC(=O)n1cccc1 | 95 | x | 98 | 100 | 102 | 88 | x | x
20 | O=C(Nc1ccc(-n2cc(-c3ccncc3)c(-c3ccc(O)c(Cl)c3)n2)cc1)c1ccc(Cl)c(Cl)c1 | -34* | 32 | 29 | 27 | 40 | -28* | 12 | 19

Molecules listed so far with a cyano group (3):
No. | molecule | MDA-MB-231 | MOLT-4 | MCF7 | MDA-MB-435 | MDA-MB-468 | RPMI-8226 | K-562 | SR
9 | Cc1ccc(N(C)c2cc(NC3CC3)n3ncc(C#N)c3n2)cc1N(C)C(=O)C1CC1 | 78 | 82 | 97 | x | 77 | x | 73 | 74
13 | N#Cc1c(N2CCNCC2)nc2n(c1=O)-c1ccccc1Sc1ccccc1-2 | 79 | 51 | 69 | 75 | 79 | 72 | 66 | 71
17 | N#C/C(=C\c1ccco1)c1cc2ccccc2[nH]1 | 83 | 94 | 32 | 102 | 65 | x | 77 | 79

Next structures follow.
No. | molecule | MDA-MB-231 | MOLT-4 | MCF7 | MDA-MB-435 | MDA-MB-468 | RPMI-8226 | K-562 | SR
21 | Cc1ccncc1CO | 112 | 93 | 95 | 108 | 100 | 94 | 104 | 84
22 | COc1ccc(NC(=O)c2ccoc2COc2ccccc2)cc1 | 96 | 96 | 89 | 74 | 116 | 92 | 55 | 88
23 | N#Cc1c(-c2ccc(F)cc2)nn(CC(=O)N2CCOCC2)c1N | 106 | 100 | 95 | 108 | 105 | 106 | 97 | 98
24 | COc1ccc2c3c(cnc2c1)C(=O)CCC3 | 100 | 87 | 97 | 120 | 128 | 101 | x | 89
25 | C#CCN(C)CCCOc1ccc(NCc2ccc(C(=O)NO)cc2)cc1Cl | 36 | 17 | 18 | 9.6* | -5.2* | 9.9* | 16 | 16
26 | CC/C(=C(/c1ccc(O)cc1)c1ccc(OCCN2CCCCCC2)cc1)c1ccc(OC)cc1 | 109 | 79 | 42 | 95 | 98 | 83 | 60 | 47
27 | O=CNc1ccccc1Cl | 106 | 101 | 89 | 103 | 93 | 90 | 87 | 89
28 | O=C(O)c1cn(C2CC2)c2cc(N3CCN(C(=O)CCCN4C(=O)S/C(=C/c5cccc([N+](=O)[O-])c5)C4=O)CC3)c(F)cc2c1=O | 92 | 105 | 98 | 103 | 99 | 117 | 107 | 101
29 | c1cnn([B-]2(n3cccn3)n3ccc[n+]3[B-](n3cccn3)(n3cccn3)n3ccc[n+]32)c1 | 99 | 110 | 97 | 103 | 109 | 111 | 103 | 95
30 | Cc1ccc(C)c2c1C=CC2 | 104 | 101 | 104 | 108 | 112 | 105 | 99 | 96
31 | NS(=O)(=O)c1ccc(Nc2nc(SCC(=O)c3ccccc3)nc3c2CCC3)cc1 | 86 | 82 | 87 | 99 | 82 | 82 | 87 | 88
32 | Clc1cn2cc(-c3ccc(Cl)c(Cl)c3Cl)nc2s1 | 99 | 85 | 88 | 88 | x | 108 | 93 | 76
33 | CCOC(=O)c1c(C)oc2cc([N+](=O)[O-])c(O)c([N+](=O)[O-])c12 | 104 | 96 | 94 | 98 | 105 | 94 | 109 | 101
34 | CCC(=O)c1cc2ccccc2c2ccccc12 | 92 | 96 | 103 | 114 | 117 | 86 | 106 | 97
35 | O=C(c1ccccc1)C1(Br)CCCCC1 | 94 | 103 | 96 | 105 | 90 | 99 | 98 | 149
36 | Cc1ccccc1C(=O)Nc1ccccc1Cl | 104 | 97 | 96 | 101 | 94 | 111 | 103 | 92
37 | O=C1CSC2=NCCN12 | 103&104 | 67&106 | 82&93 | 71&71 | 100&105 | 91&101 | 76&74 | 50&98
38 | Cc1cc(C=O)c(C)[nH]1 | 105 | 107 | 94 | 107 | 104 | 97 | 108 | 94
39 | CCn1c2ccc(N(C)C)cc2c2cc(N(C)C)ccc21 | 84 | 97 | 86 | 111 | x | 80 | 91 | 94
40 | CCCCC[C@H]1C/C=C2/C(=O)C=C[C@@H]2C/C=C\CCCC(=O)O1 | 7.6* | -3.8* | 0.5* | -27* | -51* | -13* | x | -3.5*

From no. 33 up to 34, copied from above:
No. | molecule | MDA-MB-231 | MOLT-4 | MCF7 | MDA-MB-435 | MDA-MB-468 | RPMI-8226 | K-562 | SR
33 | CCOC(=O)c1c(C)oc2cc([N+](=O)[O-])c(O)c([N+](=O)[O-])c12 | 104 | 96 | 94 | 98 | 105 | 94 | 109 | 101
34 | CCC(=O)c1cc2ccccc2c2ccccc12 | 92 | 96 | 103 | 114 | 117 | 86 | 106 | 97

(more compounds)
No. | molecule | MDA-MB-231 | MOLT-4 | MCF7 | MDA-MB-435 | MDA-MB-468 | RPMI-8226 | K-562 | SR
41 | NC(=O)c1cccc(-n2ccc3cc(NC(=O)c4ccc(Cl)c(C(F)(F)F)c4)ccc32)n1 | 83 | 49 | 73 | 79 | 71 | 58 | 33 | 89
42 | CCCC1=CC(=O)CCC1 | 109 | 118 | 97 | 107 | 106 | 100 | 101 | x
43 | CC(=O)NC1(C#N)c2ccccc2-c2ccccc21 | 92 | 100 | 98 | 111 | 88 | 102 | 97 | 90
44 | C/C(=N\NC(=O)CSc1nc(-c2cnccn2)cc(-c2cccs2)c1C#N)c1cnccn1 | 97 | 95 | 96 | 102 | 109 | 100 | 111 | 74
45 | CC(=O)Nc1cc(=O)[nH]c(SCC(=O)N2CCN(c3cc4c(cc3F)c(=O)c(C(=O)O)cn4C3CC3)CC2)n1 | 105 | x | x | 94 | 104 | 98 | x | x
46 | CNC(=O)c1cc(Oc2ccc3nc(NC(=O)NCCO)sc3c2)ccn1 | 97 | 107 | 94 | 97 | 98 | 102 | 23 | 99
47 | C/C(Cc1ccc(Cl)cc1)=C(/c1ccc(Cl)cc1)c1ccc(OCCN)cc1 | 91 | x | 93 | 96 | 89 | 92 | x | x
48 | CCOc1ccccc1/C=C1\SC(=S)N(CC)C1=O | 95 | 98 | 65 | 103 | 106 | x | 104 | 93
49 | OC1(c2cn(-c3ncc(-c4ccc(C(F)(F)F)cc4)c(NC4CCCCCC4)n3)nn2)c2ccccc2-c2ccccc21 | 93 | 75 | 55 | 91 | 120 | 66 | 94 | 64
50 | O=C1NC(=S)NC(=O)C1=Cc1ccc(Cl)c(Cl)c1 | 109 | x | 109 | 110 | 127 | 105 | x | x
51 | C=C(Cl)C1CO1 (stereo not drawn) | 118 | 93 | 107 | 113 | 103 | 96 | 97 | 101
52 | C[N+](C)(C)CCOC(=O)c1ccc(OCc2ccccc2C(F)(F)F)cc1 | 92 | 111 | 92 | x | 96 | x | 96 | 121
53 | COc1ccc(Nc2ccc3ccccc3c2)cc1 | 78 | 72 | 58 | 22 | -2.0* | 67 | 32 | x
54 | O=C1Nc2ccc(F)cc2C1=Nc1ccc(O)cc1 | 102 | 104 | 91 | 105 | 108 | 98 | 105 | 107
55 | Nc1nc2c(ncn2[C@@H]2O[C@H](CNO)[C@@H](O)[C@H]2O)c(=O)[nH]1 | 105 | 101 | 99 | 103 | 111 | 106 | 102 | 110
56 | CC(C)NCCNc1ccnc2cc(Cl)ccc12 | 86 | 88 | 92 | 94 | 94 | 87 | 82 | 68
57 | O=C(NNc1nc2ccccc2nc1/C=C/c1ccc(F)cc1)Nc1cccc(Cl)c1 | 60 | 35 | 14 | 64 | 24 | 68 | 47 | 52
58 | N#Cc1c2c([nH]c(=O)c1C#N)CCCCC2 | 115 | 100 | 96 | 104 | 90 | 108 | 97 | 100
59 | O=C(O)CNS(=O)(=O)c1ccc(OCCOc2ccc(S(=O)(=O)NCC(=O)O)cc2)cc1 | 108 | 106 | 99 | 113 | 98 | 109 | 104 | 103
60 | O=C(N/N=C/c1cccc(Oc2ccccc2)c1)c1cnn2c1NC(c1ccccc1)C2 (stereo not drawn) | 77 | 84 | 57 | 49 | 72 | 86 | 59 | 56
61 | OCc1cccc(O)c1 | 116 | 94 | 105 | 104 | 111 | 112 | 98 | 103

Some of these compounds in order of heavy-atom count, smallest number first:
No. | molecule | MDA-MB-231 | MOLT-4 | MCF7 | MDA-MB-435 | MDA-MB-468 | RPMI-8226 | K-562 | SR
38 | Cc1cc(C=O)c(C)[nH]1 | 105 | 107 | 94 | 107 | 104 | 97 | 108 | 94
50 | O=C1NC(=S)NC(=O)C1=Cc1ccc(Cl)c(Cl)c1 | 109 | x | 109 | 110 | 127 | 105 | x | x
43 | CC(=O)NC1(C#N)c2ccccc2-c2ccccc21 | 92 | 100 | 98 | 111 | 88 | 102 | 97 | 90
40 | CCCCC[C@H]1C/C=C2/C(=O)C=C[C@@H]2C/C=C\CCCC(=O)O1 | 7.6* | -3.8* | 0.5* | -27* | -51* | -13* | x | -3.5*
8 | Cc1c(C(=O)N2CCN(c3nsc4ccccc34)CC2)nnn1-c1ccc(Cl)cc1 | 99 | 60 | 65 | 79 | 38 | 59 | 42 | 53
44 | C/C(=N\NC(=O)CSc1nc(-c2cnccn2)cc(-c2cccs2)c1C#N)c1cnccn1 | 97 | 95 | 96 | 102 | 109 | 100 | 111 | 74

Values by screen from above.
Entries 27–31 in SR: 89, 101, 95, 96, 88
Entries 27–31 in RPMI-8226: 90, 117, 111, 105, 82
Entries 27–31 in MDA-MB-468: 93, 99, 109, 112, 82

Compound activity: PubChem BioAssay, NCI
